Source: PubChem
SW480 rereplic: induces DNA re-replication in SW480 colon adenocarcinoma cells. AID 624297. 340,000 compounds, 1.8% hits. Potency, µM (doses to about 46.1 µM), for inactives: at the highest dose re-replication activation, actives largely listed as activators. SW480 DNA re-replication, Hoechst DNA content imaging, 48 h; also: potency is read from the fitted curve at half-maximal effect; % of control where 0% means no effect; nearly all actives have a fitted effect of over 55% in size
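Hoechst fluorescence of nuclei (405 nm excitation, 500-530 nm emission) measured by plate-scanning imager after 48 hr compound exposure at 37 C; re-replication scored as increased number of nuclei with elevated intensity.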
GLP1R ag: activates the human GLP-1 receptor; P43220; HEK293 GLP-1R CRE-luciferase, luminescence, 4-6 h; cells express a hypersensitive GLP-1R form; AID 624172; 380,000 compounds, 0.007% hits; Potency, µM (titrated, usually from 45.6 µM), for inactives: at the top dose activation, actives largely listed as activators; also: potency is read from the fitted curve at half-maximal effect; % of control where 0% means no effect
Target sequence (P43220 whole entry, looked up): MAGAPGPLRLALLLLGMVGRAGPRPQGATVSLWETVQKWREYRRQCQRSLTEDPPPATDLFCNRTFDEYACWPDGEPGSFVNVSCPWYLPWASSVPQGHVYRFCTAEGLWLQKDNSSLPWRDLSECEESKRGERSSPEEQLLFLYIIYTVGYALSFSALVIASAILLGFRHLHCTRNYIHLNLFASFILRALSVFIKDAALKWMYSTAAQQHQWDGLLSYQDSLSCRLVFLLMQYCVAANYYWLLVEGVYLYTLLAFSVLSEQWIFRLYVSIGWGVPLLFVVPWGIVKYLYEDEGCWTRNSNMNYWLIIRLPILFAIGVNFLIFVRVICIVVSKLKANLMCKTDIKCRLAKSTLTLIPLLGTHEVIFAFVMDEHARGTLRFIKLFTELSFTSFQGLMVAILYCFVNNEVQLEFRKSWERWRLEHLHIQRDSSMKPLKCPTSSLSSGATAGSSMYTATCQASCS
HT1080 IDH1KD tx: toxicity to HT-1080 IDH1 knockdown cells (counter line); HT-1080 IDH1 knockdown viability, ATP luminescence, 48 h; Potency, µM (doses to about 46.1 µM), for the others: at the highest dose activity, negative = toxicity, most hits filed as cytotoxic; 360,000 compounds, 2% hits;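 also: potency is read from the fitted curve at half-maximal effect; 0% = DMSO wells and -100% = cell-free medium wells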
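IDH1KD HT-1080 cells, 750/well, RPMI + 5% FBS; compound pinned after 2 h settling; 48 h, 37 °C; CellTiter-Glo luminescence; % activity normalised to DMSO and no-cell wells; curves fitted, classed by r2 and efficacy.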
D3 ag: agonists of human D3 dopamine receptor. D3R DiscoveRx beta-arrestin cells, luminescence, 90 min. max activation, %. 410,000 compounds, 0.58% hits; in the data active = max activation above about 30%; also: 0% is about no effect; mostly tested at two doses, the higher about 12 µM
Target sequence (P35462 whole entry, looked up): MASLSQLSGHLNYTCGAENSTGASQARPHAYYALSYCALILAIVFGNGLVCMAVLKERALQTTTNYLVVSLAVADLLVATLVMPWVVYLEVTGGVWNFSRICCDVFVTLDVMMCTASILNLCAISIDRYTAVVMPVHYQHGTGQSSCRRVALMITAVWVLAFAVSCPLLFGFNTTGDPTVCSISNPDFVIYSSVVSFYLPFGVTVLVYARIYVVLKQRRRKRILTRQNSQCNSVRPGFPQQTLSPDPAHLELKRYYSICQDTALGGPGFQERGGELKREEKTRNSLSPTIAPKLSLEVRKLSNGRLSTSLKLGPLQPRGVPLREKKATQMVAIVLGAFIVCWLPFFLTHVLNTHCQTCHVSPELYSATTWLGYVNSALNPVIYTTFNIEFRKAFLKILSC
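Agonist mode: compounds and dopamine controls were applied to plated cells for 90 min at 37 degrees C after an overnight attachment at 1500 cells/well. Luminescent read-out followed 30 - 60 minutes at room temperature with DiscoveRx detection reagent.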
HT1080NT lethal: kills 2HG-producing HT-1080-NT fibrosarcoma cells. HT-1080-NT fibrosarcoma viability, CellTiter-Glo ATP luminescence, 48 h. Potency, µM (doses to about 46.1 µM), without a hit: at the highest dose activity, negative = less viability, usual class: cytotoxic. 360,000 compounds, 1.6% hits;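 also: NT is the 2HG producing partner of a matched IDH1 knockdown line; potency is read from the fitted curve at half-maximal effect; 0% = DMSO-treated cells and -100% = media-only wells without cells; nearly all actives have a fitted effect of over 55% in size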
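750 cells/well, RPMI + 5% FBS; 2 h settle, compound pin-transfer, 48 h at 37 degrees C. CellTiter-Glo 10 min RT, luminescence. Normalized to DMSO and media-only wells.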
KB-V1 cytotox: kills drug-selected multidrug resistant KB-V1 cells; KB-V1 MDR cells viability, CellTiter-Glo, 72 h; Potency, µM (highest dose often 46.1 µM), for inactives: at the highest dose activity change, negative = cytotoxicity, hits mostly cytotoxic; 400,000 compounds, 3.4% hits; also: potency is read from the fitted curve at half-maximal effect; % is scaled to controls: 0 for no effect and ±100 for the full control effect; nearly all actives have a fitted effect of over 60% in size
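KB-V1 MDR subline cells in DMEM (phenol-red free, 10% FBS) exposed to compounds in qHTS concentration series for 72 h at 37 degrees C. Viability read by CellTiter-Glo luminescence; concentration-effect curves fitted after normalization and correction.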
KB-3-1 tox: KB-3-1 parental cell cytotoxicity. 400,000 compounds, 1.4% hits. AID 1347075. KB-3-1 viability, CellTiter-Glo ATP luminescence, 72 h. Potency, µM (titrated, usually from 46.1 µM), without a hit: top-dose activity change, negative = cytotoxic, most hits filed as cytotoxic; also: potency is read from the fitted curve at half-maximal effect; % is scaled to controls: 0 for no effect and ±100 for the full control effect; nearly all actives have a fitted effect of over 60% in size
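Using CellTiter-Glo luminescence, growth of non-resistant KB-3-1 adenocarcinoma cells is assessed 72 h after pin-tool compound addition at 37 °C. Normalized responses across the concentration series yield fitted curves.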
IL-1B inflam inh: blocks inflammasome-driven IL-1 beta release; THP-1 LPS/ATP IL-1B secretion, AlphaLISA, 16 h; active compounds read low; 360,000 compounds, 4.7% hits; activity change, % at 57.5 µM; in the data active = activity change below about -50%; inconclusive = mostly about -30% to -49%; also: % is scaled to controls: 0 for no effect and ±100 for the full control effect
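Secreted IL-1B measured by AlphaLISA bead assay after 16 h compound exposure of THP-1 cells; compounds (final up to 57.5 uM) added 1 h before LPS (250 ng/mL) and ATP (1.25 mM) stimulation; lower signal means less secretion.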
D3 antag: antagonists of human D3 dopamine receptor; P35462; D3R cells, DiscoveRx beta-arrestin luminescence, antagonist mode; active compounds read low; max response, negative = inhibition, %; 360,000 compounds, 2.5% hits; AID 652054; in the data active = max response below about -50%; inconclusive = no clear call, values can overlap the other calls; also: % is scaled to controls: 0 for no effect and ±100 for the full control effect; mostly tested at two doses, the higher about 12 µM
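Cells expressing the human receptor were seeded at 1500 cells/well, incubated overnight at 37 degrees C in 5% CO2, then exposed to library compounds with dopamine controls for 90 minutes at 37 degrees C before luminescent detection.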
Active calls of the source: *; ? = inconclusive; . = not tested or not shown; [ ] = dose if it differs, or a comment. Unless noted, calls follow the shape of the dose curve; as a rule, active = well fitted curve in the direction sought with a large enough effect; inconclusive = small, poorly fitted or top-dose-only effect, or another doubt; inactive = no such curve, though single readings can be large; an effect the other way counts as inactive or inconclusive.

SMILES	SW480 rereplic	GLP1R ag	HT1080 IDH1KD tx	D3 ag	HT1080NT lethal	KB-V1 cytotox	KB-3-1 tox	IL-1B inflam inh	D3 antag
CCCCNC(=O)C1CCN(S(=O)(=O)c2ccc3c(c2)CC(C)N3C(=O)C2CC2)CC1 (centres undefined)	-11%	-1%	5%	4	2%	-19%	0%	-4	-24
CSc1ccccc1C(=O)Nc1ccc2c(c1)OCO2	?	-5%	29%	-10	-3%	-11%	0%	-5	7
COc1ccc(CNC(=O)COc2ccc(F)cc2)cc1	-7%	-1%	6%	0	11%	?	12%	25	3
CN(C)c1ccc(/C=N/NC(=O)CCCCCNC(=O)c2ccccc2)cc1	-5%	13%	1%	1	15%	8%	19%	-10	-7
CCC(CC)C(=O)N1c2ccc(F)cc2CCC1C (centres undefined)	0%	-6%	0%	-9	-5%	8%	4%	20	-6
CCN(CC(=O)NCc1cccs1)C(=O)c1ccc(NS(=O)(=O)c2cccc([N+](=O)[O-])c2)cc1	0%	6%	5%	-8	0%	?	24%	-1	-5
Clc1cccc(Oc2ncc(CN3CCOCC3)s2)c1	-5%	-1%	-1%	1	5%	5%	13%	37	6
CN(C)c1ccc(NC(=O)c2cccc(N3C(=O)C4C5C=CC(C5)C4C3=O)c2)cc1 (centres undefined)	-1%	-8%	-14%	-20	7%	-9%	0%	-11	-5
CC(C)C[C@H]1CNC(=S)N1CC1CCN(CC2CCC(C(C)(C)C)CC2)CC1 (some centres undefined)	2%	-1%	0%	-44	0%	-14%	0%	-22	-63*
CCC(C)NC(=O)Cn1c(=O)n(-c2ccc(OC)c(OC)c2)c(=O)c2ccccc21 (centres undefined)	.	-2%	.	5	.	9%	-1%	.	.
Cc1oc(C(=O)Nc2ccc(C(=O)O)cc2)cc1COc1ccccc1	1%	4%	-7%	5	5%	0%	-14%	43	19
CCOC(=O)c1ccc(NC(=O)C2C3CCC(C3)C2C(=O)O)cc1 (centres undefined)	8%	5%	-1%	3	-2%	-8%	-5%	7	18
O=C(NCc1nc2ccccc2[nH]1)C1=C[C@H](c2ccc3c(c2)OCO3)C[C@H](OCCCCO)O1	-14%	6%	-5%	-15	7%	-12%	-13%	11	11
Cc1nc2nc(C)c(NS(=O)(=O)c3ccc(C4CCCCC4)cc3)c(=O)n2[nH]1	1%	16%	0%	2	0%	?	-6%	19	2
Nc1nc2ccc(-c3nc4ccccc4o3)cc2s1	1%	4%	-18%	6	-6%	1µM*	5.8µM*	5	1
CCN(C(=O)CSc1nc(C)c(C)c(C)n1)C1CCS(=O)(=O)C1 (centres undefined)	-8%	0%	-3%	4	0%	-5%	-1%	20	-7
Cc1cc(NC(=O)CCC(=O)N(CC(C)C)C(C(=O)NC(C)(C)C)c2ccccc2Cl)no1 (centres undefined)	3%	13%	-19%	2	-17%	-23%	-2%	36	4
Cc1cccc(CNC(=O)CCc2nnc(C3CCCCC3)o2)c1	1%	6%	12%	4	9%	-1%	0%	27	-9
COC(=O)C(Cc1ccccc1)NC(=O)CCC(=O)NC(C)CCc1ccccc1 (centres undefined)	?	-2%	-1%	-5	-10%	-32%	-3%	-13	-20
O=C(CN1C(=O)COc2ccc(Cl)cc21)Nc1ccc(N2CCOCC2)cc1	2%	3%	-5%	3	1%	?	2%	3	13
CC(C)CCN(N=O)[C@@H](Cc1ccccc1)CN(N=O)[C@@H](Cc1ccccc1)CN(C)N=O	3%	9%	-23%	17	-7%	0%	?	?	0
CC1CCN(C(=O)/C(=C/c2ccccc2Cl)c2ccccc2)CC1	-1%	-4%	?	3	?	0%	-2%	-7	0
CCc1nc2ccc(C(=O)Nc3ccc(OC)c(OC)c3)cn2c1N(C)Cc1ccc(OC)cc1	.	12%	-19%	10	-30%	?	0%	?	49
CC(C)[C@H](NS(=O)(=O)c1ccccc1)C(=O)OCC(=O)Nc1ccccc1Sc1ccccc1	13%	4%	-26%	-1	-10%	?	-11%	-8	1
Fc1cccc(Cl)c1CSc1ccc2nnc(-c3ccccn3)n2n1	-2%	3%	7%	4	-3%	?	8%	-10	0
O=C(NCC(c1ccc(F)cc1)N1CCOCC1)c1ccc(-c2ccccc2)cc1 (centres undefined)	-20%	3%	2%	0	3%	-9%	-2%	-11	-9
Cc1cc(=O)oc2cc(OCC(=O)OCC(=O)N(CCC#N)c3ccccc3)ccc12	-27%[1.84 µM]	3%	4%	18	2%	20%	8%	-11	-18
O=C(CSc1ccc(-c2ccccc2)nn1)N1CCCCC1	-5%	7%	-9%	4	-30%	?	-5%	43	3
COc1ccc(S(=O)(=O)n2ccc(-c3cnc(-c4ccccc4)s3)n2)cc1	1%	5%	-13%	15	1%	-6%	-12%	?	0
COc1ccc(-c2ccc3c(c2)S(=O)(=O)c2cccc(C(=O)N4CCN(c5c(Cl)cncc5Cl)CC4)c2C3=O)cc1OC	?	9%	-1%	-2	-10%	?	7%	-11	9
O=C(c1ccc2c(c1)OCO2)N1CCN(S(=O)(=O)c2ccccc2)CC1	4%	2%	0%	1	0%	.	.	9	12
CCCCN(CCCC)c1cn[nH]c(=O)c1Cl	-5%	5%	-5%	-8	-2%	0%	-10%	-11	11
O=C1NC(=S)SC1=Cc1ccc2c(c1)OCO2	0%	10%	-1%	2	0%	?	?	-2	-10
CC1(C)Cn2c(nnc2-c2cccc(O)c2)S1	-1%	0%	4%	-3	-4%	-4%	-1%	6	3
O=S(=O)(NC1CCCCCCC1)c1ccccc1F	-17%	10%	-10%	4	-4%	6%	12%	29	4
CC1=C(C(N)=O)C(c2ccc(C)cc2)n2nc(SCc3ccccc3)nc2N1 (centres undefined)	.	0%	.	2	.	8%	16%	.	.
COc1ccc(-c2nnc(SCc3ccc(C(=O)O)cc3)n2N)cc1	2%	1%	?	-7	23%	24%	-5%	10	-21
CC1CCCN(C(=O)c2cccc(S(=O)(=O)N3CCCC3)c2)C1 (centres undefined)	?	14%	1%	-5	8%[9.24 µM]	0%	1%	43	4
Cc1noc(C)c1S(=O)(=O)NCc1ccc(CN(C)C)cc1	-9%	-6%	6%	-17	1%	10%	-8%	0	4
O=S(=O)(c1ccc2nnn(OCc3ccccc3)c2c1)N1CCOCC1	1%	6%	-5%	-14	-6%	?	-2%	-4	0
COc1cc2c(cc1OC)[C@@H](NC(=O)C(C)C)[C@H](OCc1ccccc1)C2	-8%	3%	-3%	-8	-1%	1%	-12%	23	20
CCN(CC)C(=O)C1CCCN(Cc2ccccc2)C1 (centres undefined)	3%	0%	-2%[9.24 µM]	-1	6%	-4%	3%	-13	-23
COC(CNC(=O)c1ccc2c(c1)nc(C)n2-c1cccc(F)c1)OC	-3%	-3%	16%	-2	15%	-19%	-6%	-12	41
c1ccc(-c2[nH]ncc2CN2CCN(Cc3ccc4c(c3)OCO4)CC2)cc1	-4%	6%	-1%	-26	14%	?	-1%	.	?
CC(C)=CCCC(C)CN1CCC(n2nccc2NC(=O)c2cccnc2)CC1 (centres undefined)	2%	-8%	-2%	-2	-3%	-32%	-15%	-14	-7
COc1ccc(CNC(=O)Cn2cccc2C(=O)c2ccccc2)cc1	7%	6%	3%	4	6%	2%	14%	2	-5
CCCCCNC(=O)C(C)Sc1ccc(Cl)cc1 (centres undefined)	-7%	-6%	-12%	-5	3%	?	0%	2	21
COC1CCN(C(=O)C2CCC(=O)N(CCc3cccc(F)c3)C2)CC1 (centres undefined)	0%	-2%	1%	-4	0%	-2%	15%	-1	-9
O=S(=O)(c1ccccc1)N(c1ccccc1)S(=O)(=O)c1ccccc1	7%	1%	5%	1	-2%	9.2µM*	?	-5	5
Cc1nc2c(ccc3nc(NC(=O)c4ccc(S(=O)(=O)N(C)C)cc4)sc32)s1	7%	-4%	0%	-5	-15%	-13%	1%	-9	-15

Next records
SMILES	SW480 rereplic	GLP1R ag	HT1080 IDH1KD tx	D3 ag	HT1080NT lethal	KB-V1 cytotox	KB-3-1 tox	IL-1B inflam inh	D3 antag
CCCCn1c(SC(C)C(N)=O)nc2cc(C(=O)OC)ccc2c1=O (centres undefined)	-8%	-1%	?	1	-19%	-22%	15%	4	1
COc1ccc(-c2csc(C(C#N)=C(O)CSc3nccn3C)n2)cc1OC	-2%	13%	0%	-16	-6%	1%	?	2	-5
Cc1nc(NC2=NCN(CCCN3CCOCC3)CN2)nc2c(C)cccc12	?	-27%	-13%	-2	-5%	-16%	8.2µM*	-61*	1
Cc1cc(C(=O)O)ccc1NCc1cccnc1	-7%	-3%	3%	2	1%	5%	14%	6	11
O=[N+]([O-])c1ccc(SCc2c(F)cccc2Cl)nc1	3%	17%	1%	-9	6%	28%	13%	-5	-15
O=C(Nc1ccc2cn[nH]c2c1)c1ccc(S(=O)(=O)N2CCOCC2)cc1	-2%	1%	-6%	-2	-3%	0%	19%	-2	-12
CN(Cc1cccs1)C(=O)CN1CCN(S(=O)(=O)c2ccc3c(c2)OCCCO3)CC1	-2%	1%	13%	-4	0%	?	-5%	-15	?
COc1cccc(OC)c1C(=O)Nc1cccc(-c2ccc3nncn3n2)c1	-14%	19%	-13%	8	-8%	-2%	2%	2	2

An excerpt from the list above, for reference:
SMILES	SW480 rereplic	GLP1R ag	HT1080 IDH1KD tx	D3 ag	HT1080NT lethal	KB-V1 cytotox	KB-3-1 tox	IL-1B inflam inh	D3 antag
O=[N+]([O-])c1ccc(SCc2c(F)cccc2Cl)nc1	3%	17%	1%	-9	6%	28%	13%	-5	-15
O=C(Nc1ccc2cn[nH]c2c1)c1ccc(S(=O)(=O)N2CCOCC2)cc1	-2%	1%	-6%	-2	-3%	0%	19%	-2	-12
CN(Cc1cccs1)C(=O)CN1CCN(S(=O)(=O)c2ccc3c(c2)OCCCO3)CC1	-2%	1%	13%	-4	0%	?	-5%	-15	?
COc1cccc(OC)c1C(=O)Nc1cccc(-c2ccc3nncn3n2)c1	-14%	19%	-13%	8	-8%	-2%	2%	2	2
